AT treatment – potential ataxia-telangiectasia treatments restoring KAP-1 phosphorylation | […] A-T fibroblasts, KAP-1 phosphorylation AlphaLISA; neocarzinostatin DNA damage 30 min before lysis | Potency, µM (doses to about 57.5 µM), inactives show at the top dose activation, usual class: activators | 320,000 tested, 0.19% active | AID 485349; further: potency means the concentration at half of the fitted maximal effect; % of control where 0% means no effect; nearly all actives have a fitted effect of over 45% in size
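ATM-like activity read as KAP-1 phosphorylation via AlphaLISA donor/acceptor antibody pairs after lysis and 6 hr at 25C. Cells were ATM-null patient fibroblasts ([…], hTERT), dosed 60 min, then exposed to the DSB inducer NCS for 30 min.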
B2AR arrestin – beta2AR (human) beta-arrestin recruitment activity | beta-arrestin recruitment to beta2AR, cell-based reporter | 330,000 tested, 0.02% active | P07550 | Potency, µM (titrated, usually from 46.1 µM), for the others: top-dose activation, hits mostly activators;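 further: potency means the concentration at half of the fitted maximal effect; 0% = DMSO controls and full agonism = EC100 isoproterenol or metaproterenol; nearly all actives have a fitted effect of over 65% in size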
BRCA1 expr up – activators of BRCA1 expression; MCF7-BRCA1-FFLuc reporter, luminescence, 48 h; response scale: scaled: vehicle 0%, 10 µM genistein 100%; Potency, µM (series often up to 46.1 µM), without a hit: top-dose activation, hits mostly activators; 380,000 tested, 1.1% active; further: potency means the concentration at half of the fitted maximal effect; nearly all actives have a fitted effect of over 80% in size; some results filed as inactive show a strong effect at the top dose
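Luminescence from a BRCA1-driven firefly luciferase in MCF7 cells was the read-out, taken 15 min after substrate addition following 48 h compound exposure at 37 °C. Data were normalized to a 10 microM genistein control and DMSO vehicle.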
a7 integrin act – activators of alpha7 integrin expression for muscular dystrophy; AID 624291; Potency, µM (series often up to 38.3 µM), inactives show top-dose activation, hits mostly activators; 350,000 tested, 0.064% active; alpha7betagal myoblasts, beta-gal FDG fluorescence, 48 h;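 further: potency means the concentration at half of the fitted maximal effect; 100% = response of the positive control SU9516; nearly all actives have a fitted effect of over 60% in size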
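alpha7betagal+/- myoblasts (passage 13, 250/well) treated 48 h at 37C with compounds at 1:260 dilution of DMSO stock. Lysed, then beta-galactosidase activity read as FDG fluorescence (ex 480/em 540) after 30 min, with pre-read for autofluorescence.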
p53 reactivation – mutant p53 re-activation in reporter cells; H1299 p53-A138V BP100-luciferase reporter, luminescence, 24 h; Potency, µM (titrated, usually from 92.2 µM), for inactives: at the highest dose activity change, positive = activation, hits mostly activators; 320,000 tested, 0.063% active; AID 504706; further: potency means the concentration at half of the fitted maximal effect; % of control where 0% means no effect; nearly all actives have a fitted effect of over 45% in size
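p53-null H1299 cells stably carrying temperature-sensitive p53-A138V and a BP100-luciferase reporter were pinned with compounds (4-point, 1:5 series) and held 24 hrs at 37 deg C. Luminescence was read 10 min after detection reagent.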
TCR act – T cell receptor activation | 330,000 tested, under 10 active | primary human leukocytes, anti-CD3, IL-2 HTRF, 48 h | AID 504894 | Potency, µM (highest dose often 9.22 µM), inactives show at the highest dose activation of IL-2 secretion, hits mostly activators; further: % of control where 0% means no effect
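TCR engagement came from a-CD3 beads alone, with compounds added to primary human leukocytes for 48 hr. Secreted IL-2 bridged europium cryptate- and d2-labelled anti-IL-2 antibodies, giving FRET emission at 665nm after 320nm excitation.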
TRPV1 agonist – activates the human vanilloid receptor TRPV1; Q8NER1; TRPV1-expressing cells, Fluo-8 calcium influx, agonist mode; 320,000 tested, 0.19% active; activation, % at 8.33 µM; in the data active means activation above about 80%; inconclusive means between about 30% and that limit; further: 0% is about no effect
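Cells expressing TRPV1 were dye-loaded with Fluo-8 and read kinetically: 10 s baseline, 3 min after compound (agonist portion), then 2 min after EC20 capsaicin (allosteric enhancer portion). Calcium-bound dye fluorescence at 480/520 nm.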
TSG101-PTAP inh – blocks PTAP/TSG101 interaction to inhibit HIV-1 budding. Fluorescence polarization, FITC-PTAP peptide / Tsg101 binding. Q99816. AID 493005. 340,000 tested, under 10 active. Potency, µM (doses to about 115 µM), for inactives: at the top dose activity change, negative = inhibition, usual class: inhibitors; active means well fitted inhibition curve with a large enough effect in the main read-out, with a control signal flat, not every such curve was filed as active; inconclusive means small, poorly fitted or top-dose-only effect, or effect the other way, or a change in a side signal; inactive means no such curve, though single readings can be large or run the other way; further: potency means the concentration at half of the fitted maximal effect; % of control where 0% means no effect
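Fluorescence anisotropy tracks displacement of a FITC-tagged PTAP peptide (50 nM) from the Tsg101 binding domain (10 uM), following a 20 min room-temperature incubation at pH 7.5.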
CXXC DNA block – inhibitors of human MLL CXXC domain-DNA interaction; Q03164; MLL-CXXC / FITC-HOXA9 DNA fluorescence polarization; Potency, µM (doses to about 115 µM), for the others: at the highest dose activity change, negative = inhibition, hits mostly inhibitors; 290,000 tested, 0.037% active; active means well fitted inhibition curve with a large enough effect in the polarisation, with a control signal flat, not every such curve was filed as active; inconclusive means small, poorly fitted or top-dose-only effect, or effect the other way, or a change in a side signal; inactive means no such curve, though single readings can be large or run the other way; the % refers to the polarisation; further: potency means the concentration at half of the fitted maximal effect
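Purified MLL-CXXC (added from a 7 uM solution) was preincubated 5 min at ambient with pinned compounds in 50 mM Tris-HCl pH 7.5, 50 mM NaCl, 1 mM DTT, 0.05% BSA. Fluorescein-labeled HOX-A9 DNA (50 nM solution) followed, 30 min, then polarization read.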
ELG1 repair inh – inhibitors of ELG1-dependent DNA repair in HEK293T cells; HEK293T ELG1-luciferase reporter, luminescence, 16 h; DNA damage induced by 5-fluorouridine; Potency, µM (highest dose often 46.1 µM), without a hit: at the top dose activity change, negative = inhibition, most hits filed as inhibitors; 330,000 tested, 2.3% active; further: potency means the concentration at half of the fitted maximal effect; on the % scale 0 is the no-effect control and ±100 the full control effect; nearly all actives have a fitted effect of over 55% in size
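Step one: seed 2,000 cells per well. Step two: pin-transfer compound or DMSO alongside 5-fluorouridine. Step three: incubate 16 hr, 37 °C, 5% CO2. Step four: add ONE-Glo, wait 30 min, read luminescence.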
Active calls of the source: *; ? = inconclusive; nt = no result given; [ ] = another dose, or the depositor's remark. Unless noted, the call rests on the fitted dose curve; in most records, active means well fitted curve in the direction sought with a large enough effect; inconclusive means small, poorly fitted or top-dose-only effect, or another doubt; inactive means no such curve, though single readings can be large; an effect the other way counts as inactive or inconclusive.

The line under a structure holds: AT treatment	B2AR arrestin	BRCA1 expr up	a7 integrin act	p53 reactivation	TCR act	TRPV1 agonist	TSG101-PTAP inh	CXXC DNA block	ELG1 repair inh
> COc1ccc(S(=O)(=O)Nc2cccc3c2O[C@H](CN(C)S(=O)(=O)c2cccs2)[C@@H](C)CN([C@H](C)CO)C3=O)cc1
  ?	0.4%	-5%	17%	-2%	-3%	nt	1%	nt	8%
> Oc1c(-c2cc(-c3ccco3)[nH]n2)ccc2ccccc12
  -4%	0.1%	37%	-30%	?	-2%	-1	-1%	14%	?
> COCCn1c(SCC(=O)c2c(N)n(C3CC3)c(=O)[nH]c2=O)nnc1-c1cccc(C)c1
  -7%	-0.1%	-16%	-12%	-4%	5%	-2	2%	nt	2%
> Cc1onc(-c2ccccc2Cl)c1C(=O)Nc1ccc(CN2CCCC2)cc1
  -12%	0.2%	-11%	-38%	-23%	-4%	0	0%	11%	-3%
> CCCCn1c(=O)[nH]c(=O)c2c1nc(-c1ccc(OCCC)c(OCC)c1)n2CCOC
  -3%	-0.8%	-22%	-23%	2%	4%	4	0%	3%	6.5µM*
> COC(=O)Sc1nc(N2CCOCC2)c2c(c1C#N)CC(C)(C)OC2
  11%	0.1%	-22%	-10%	12%	3%	?	-6%	-16%	?
> Cc1ccc(NC(=O)NCC2CCN(Cc3cccc(Cl)c3)CC2)cc1Cl
  2%	-0.1%	-87%[inhibitor]	-71%[inhibitor]	0%	-5%	18	1%	5%	?
> COC(=O)/C(=C(O)\C=C\c1ccccc1[N+](=O)[O-])c1nc2ccccc2[nH]1
  -5%	0.3%	-44%	-40%	11%	2%	-2	-3%	27%	?
> Cc1ccc(-c2nc(-c3nccc4ccccc34)oc2-c2ccccc2)cc1
  ?	0.3%	?	5%	?	2%	5	0%	-6%	?
> O=C(OCC(=O)C12CC3CC(CC(C3)C1)C2)c1cccnc1
  -3%	-0.1%	-8%	15%	1%	-6%	?	1%	0%	1%
> Cc1ccc2nc(SCC(=O)Nc3ccc(C(N)=O)cc3)[nH]c2c1
  5%	0.1%	-5%	25%	-2%	5%	8	-1%	8%	16%
> CCOC(=O)C1(CCOC)CCN(C(=O)Cc2ccsc2)CC1
  1%	0.5%	-2%	-4%	nt	4%	-2	0%	-4%	-4%
> CCC(=O)Nc1cc(Cl)ccc1N1CCN(C(=O)CC)CC1
  0%	0.0%	-22%	-17%	-21%	-2%	-2	-1%	1%	?
> Cc1cc(C(C)(C)C)ccc1OC(=O)C1=CC=CN2CCS(=O)(=O)N=C12
  -8%	-0.2%	-6%	13%	-2%	-10%	0	1%	nt	2%
> CCC(=O)N1c2ccccc2NC2=C(C(=O)CCC2)C1c1ccco1 (configuration not stated)
  3%	3.3%	0%	8%	1%	-26%	-3	-3%	-7%	0%
> Cc1nn(CC(=O)OCC(=O)c2ccc(OC(F)F)cc2)c(C)c1[N+](=O)[O-]
  -1%	0.0%	15%	43%	9%	-1%	-2	-1%	nt	?
> CC(=O)c1ccc(NC(=O)COC(=O)c2nc(Cl)ccc2Cl)cc1
  -3%	0.1%	-11%	4%	-1%	4%	0	-5%	-1%	-6%
> Cc1nn(-c2ccccc2)c(C)c1/C=N/n1c(-c2ccncc2)n[nH]c1=S
  -6%	-0.1%	7%	-24%	1%	-2%	-4	1%	3%	5%
> CC1Cc2ccccc2N1CC(=O)NC(=O)NCc1ccccc1 (configuration not stated)
  -1%	-0.1%	-3%	9%	0%	2%	2	-6%	10%	-21%
> CN(C1CCCCC1)S(=O)(=O)c1ccc(S(=O)(=O)N2CCN(C(=O)c3ccccc3F)CC2)cc1
  -1%	0.1%	-40%	-11%	2%	1%	1	-2%	-2%	18µM*
> CC(=O)c1ccc(NC(=O)C2CCCN2S(=O)(=O)c2cccc3cccnc23)cc1 (configuration not stated)
  11%	0.2%	-12%	-5%	-3%	-6%	2	-4%	-1%	13%
> CC(C)NC(=O)NC(=O)CN1C(=O)NC2(CCc3ccccc3C2)C1=O (configuration not stated)
  -4%	-0.9%	-7%	8%	-4%	-8%	-1	0%	16%	?
> Cc1cc(Cl)ccc1OCC(=O)N/N=C1\CC2C=CCC12 (configuration not stated)
  4%	-0.9%	-1%	3%	7%	-7%[46.1 µM]	2	-3%	-1%	3%
> Cc1ccccc1C(=O)NC1CCN(C(=O)Nc2ccc(F)cc2)CC1
  1%	0.2%	3%	0%	3%	1%	0	-1%	?	6%
> O=C(CNC(=O)C(c1ccccc1)c1ccccc1)OCC(=O)c1cccs1
  5%	-0.5%	-4%	22%	-2%	11%[46.1 µM]	1	-4%	4%	14%
> O=[N+]([O-])c1ccccc1-c1ccc(/C=N/n2cnnc2)o1
  14%	-0.5%	-39%	9%	-7%	nt	-1	nt	-6%	2%
> O=C(Cn1nc(Cl)nc1Cl)c1ccc(F)cc1
  9%	0.0%	-6%	?	0%	nt	-7	-2%	1%	-4%
> Cc1ccc(NC(=O)COc2nc(C)cs2)cc1
  -1%	-0.4%	-2%	4%	0%	-9%	6	-5%	0%	-10%
> O=C(Nc1cccn(Cc2ccccc2Cl)c1=O)NC1CCCCC1
  4%[11.5 µM]	0.1%	-3%	5%	1%	-1%	?	-1%	2%	0%
> Cn1cc(S(=O)(=O)CC(=O)N2CCc3ccccc32)c2ccccc21
  1%	-1.0%	15%	18%	-10%	1%	24	-3%	-2%	-2%

A draw from above in order of heavy-atom count, smallest number first:
The line under a structure holds: AT treatment	B2AR arrestin	BRCA1 expr up	a7 integrin act	p53 reactivation	TCR act	TRPV1 agonist	TSG101-PTAP inh	CXXC DNA block	ELG1 repair inh
> O=[N+]([O-])c1ccccc1-c1ccc(/C=N/n2cnnc2)o1
  14%	-0.5%	-39%	9%	-7%	nt	-1	nt	-6%	2%
> Cn1cc(S(=O)(=O)CC(=O)N2CCc3ccccc32)c2ccccc21
  1%	-1.0%	15%	18%	-10%	1%	24	-3%	-2%	-2%
> CC(=O)c1ccc(NC(=O)C2CCCN2S(=O)(=O)c2cccc3cccnc23)cc1 (configuration not stated)
  11%	0.2%	-12%	-5%	-3%	-6%	2	-4%	-1%	13%

Profiles, looked up by structure. Values in the order: AT treatment	B2AR arrestin	BRCA1 expr up	a7 integrin act	p53 reactivation	TCR act	TRPV1 agonist	TSG101-PTAP inh	CXXC DNA block	ELG1 repair inh
COC(=O)/C(=C(O)\C=C\c1ccccc1[N+](=O)[O-])c1nc2ccccc2[nH]1 as listed: -5%	0.3%	-44%	-40%	11%	2%	-2	-3%	27%	?
Cc1nn(CC(=O)OCC(=O)c2ccc(OC(F)F)cc2)c(C)c1[N+](=O)[O-] as listed: -1%	0.0%	15%	43%	9%	-1%	-2	-1%	nt	?

2 records picked at random from the list so far:
The line under a structure holds: AT treatment	B2AR arrestin	BRCA1 expr up	a7 integrin act	p53 reactivation	TCR act	TRPV1 agonist	TSG101-PTAP inh	CXXC DNA block	ELG1 repair inh
> COC(=O)/C(=C(O)\C=C\c1ccccc1[N+](=O)[O-])c1nc2ccccc2[nH]1
  -5%	0.3%	-44%	-40%	11%	2%	-2	-3%	27%	?
> CN(C1CCCCC1)S(=O)(=O)c1ccc(S(=O)(=O)N2CCN(C(=O)c3ccccc3F)CC2)cc1
  -1%	0.1%	-40%	-11%	2%	1%	1	-2%	-2%	18µM*

Next section:
The line under a structure holds: AT treatment	B2AR arrestin	BRCA1 expr up	a7 integrin act	p53 reactivation	TCR act	TRPV1 agonist	TSG101-PTAP inh	CXXC DNA block	ELG1 repair inh
> CC1=C(C(=O)OC2CCCCC2)C(c2cccc([N+](=O)[O-])c2)NC(=O)N1 (configuration not stated)
  9%	0.1%	-21%	28%	-8%	0%	21	-11%	-1%	?
> Fc1ccc2c(c1)[C@H]1OCC[C@H]1[C@@H](c1ccco1)N2
  -1%	4.3%	2%	8%	-4%	3%[46.1 µM]	3	-3%	-7%	8%
> Cc1cc(C(=O)NNC(=O)CCN2CCN(c3ccccc3)CC2)c2ccccc2n1
  -1%	0.0%	0%	0%	2%	5%	2	5%	4%	2%
> Cc1cccc(C)c1NC(=S)NC(C)(C)CO
  ?	0.2%	3%	-36%	1%	-10%	nt	-3%	-13%	1%
> O=C1CCC(=O)N1CC(=O)N1c2ccccc2Sc2ccccc21
  3%	0.5%	0%	14%	-3%	nt	0	-10%	2%	0%
> NC(=O)c1ccc(C(F)(F)F)cn1
  5%	-0.1%	8%	-21%	14%	4%	0	0%	?	4%
> O=C(O)C1CSC(c2ccc3c(c2)OCO3)N1 (configuration not stated)
  0%	-0.2%	47%	7%	6%	-4%	-1	-6%	2%	-3%
> O=C(C1CCN(C2CCN(C/C(Cl)=C/c3ccccc3)CC2)CC1)N1CCOCC1
  2%	-0.9%	-2%	-29%	5%	-1%	10	-2%	-8%	-6%
